EPAC1 antag: EPAC1 (human) antagonism | O95398 | EPAC1 GEF assay, Rap1b-BODIPY-GDP exchange fluorescence | Potency, µM (highest dose often 115 µM), for the others: at the highest dose activity change, negative = inhibition, usual class: inhibitors | 360,000 tested, 0.14% active | AID 720709;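 also: plate controls were vehicle for no effect and positive control for full effect; nearly all actives have a fitted effect of over 50% in size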
aSyn rescue: alpha-synuclein toxicity inhibition in yeast. Potency, µM (highest dose often 46.1 µM), without a hit: at the highest dose growth rescue (activation), usual class: activators. Yeast expressing alpha-synuclein, growth rescue, BacTiter-Glo, 24 h. 370,000 tested, 0.14% active; also: % of control where 0% means no effect; nearly all actives have a fitted effect of over 65% in size
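Rescue of yeast growth: cells expressing toxic alpha-synuclein, induced in galactose at OD600 0.02, incubated with compound 24 h at 30 C. ATP luminescence quantified growth; inhibitors of toxicity appear as activators.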
FUS suppressor: suppressors of FUS proteinopathy in yeast. S. cerevisiae FUS-expressing, growth rescue, OD600, 24 h. AID 1347120. 390,000 tested, 0.24% active. Potency, µM (highest dose often 76.6 µM), for the others: at the highest dose growth rescue (activation), usual class: activators;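 also: plate controls were DMSO vehicle for no effect and reference control for full effect; nearly all actives have a fitted effect of over 55% in size; some results filed as inactive show a strong effect at the top dose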
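Restored growth of FUS-toxic S. cerevisiae, read as 600 nm absorbance after 24 h at 30C in galactose medium (starting OD 0.005). Controls CP55940 and DMSO.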
EPAC2 ag: activates human EPAC2 exchange factor | AID 720711 | Potency, µM (doses to about 154 µM), without a hit: at the highest dose activation, actives largely listed as activators | 360,000 tested, 0.079% active | Q8WZA2 | EPAC2 activation, biochemical qHTS; response scale: 100% = 6.5 mM cAMP response; also: nearly all actives have a fitted effect of over 50% in size
Target sequence (Q8WZA2 whole entry, looked up): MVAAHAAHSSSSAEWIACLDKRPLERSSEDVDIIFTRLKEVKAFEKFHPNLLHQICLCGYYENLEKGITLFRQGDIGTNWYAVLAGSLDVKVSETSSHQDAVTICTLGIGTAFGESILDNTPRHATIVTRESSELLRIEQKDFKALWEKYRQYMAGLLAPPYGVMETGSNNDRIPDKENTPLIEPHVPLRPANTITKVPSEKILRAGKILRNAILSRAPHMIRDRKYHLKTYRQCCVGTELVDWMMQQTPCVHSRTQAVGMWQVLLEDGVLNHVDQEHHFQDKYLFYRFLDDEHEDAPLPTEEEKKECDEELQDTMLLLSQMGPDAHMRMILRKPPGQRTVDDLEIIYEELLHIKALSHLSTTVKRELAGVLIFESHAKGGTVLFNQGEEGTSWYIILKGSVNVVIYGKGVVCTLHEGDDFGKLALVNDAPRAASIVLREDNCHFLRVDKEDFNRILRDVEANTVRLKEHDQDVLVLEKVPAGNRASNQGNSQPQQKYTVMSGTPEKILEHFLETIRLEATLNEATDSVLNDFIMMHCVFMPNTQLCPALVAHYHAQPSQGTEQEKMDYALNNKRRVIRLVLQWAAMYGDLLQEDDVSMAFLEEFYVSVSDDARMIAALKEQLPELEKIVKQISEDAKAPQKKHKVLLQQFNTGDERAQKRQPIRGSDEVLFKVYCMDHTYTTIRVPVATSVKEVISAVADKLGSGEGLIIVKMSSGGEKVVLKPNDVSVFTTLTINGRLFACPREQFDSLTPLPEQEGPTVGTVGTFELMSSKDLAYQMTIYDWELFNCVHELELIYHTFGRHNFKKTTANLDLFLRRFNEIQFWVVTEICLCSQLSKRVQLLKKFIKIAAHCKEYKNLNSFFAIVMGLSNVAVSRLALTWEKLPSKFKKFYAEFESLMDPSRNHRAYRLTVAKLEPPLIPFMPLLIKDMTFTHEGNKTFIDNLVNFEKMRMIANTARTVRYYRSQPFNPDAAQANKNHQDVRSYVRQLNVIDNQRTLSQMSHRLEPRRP
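Guanine nucleotide exchange by EPAC2 is measured as reduced fluorescence of BODIPY-GDP once it is released from 250 nM Rap1B. Plates are read kinetically for 30 min at room temperature; results are scaled to 6.5 mM cAMP.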
EPAC2 antag: antagonists of human EPAC2; EPAC2 GEF exchange of Rap1B-BODIPY-GDP, fluorescence; Q8WZA2; Potency, µM (highest dose often 114 µM), for inactives: top-dose activity, negative = inhibition, hits mostly inhibitors; 360,000 tested, 0.18% active; also: % is scaled to controls: 0 for no effect and ±100 for the full control effect; nearly all actives have a fitted effect of over 45% in size; many of its hits are not listed in these tables
TDP-43 yeast inh: rescues yeast growth from TDP-43 toxicity | TDP-43 expressing yeast growth rescue, BacTiter-Glo, 24 h | Potency, µM (highest dose often 46.1 µM), without a hit: top-dose growth rescue (activation), usual class: activators | 410,000 tested, 1.8% active; also: % of control where 0% means no effect; nearly all actives have a fitted effect of over 50% in size
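Galactose-induced TDP-43 yeast, OD600=0.02, compound pinned; 24 hr, 30 deg C; BacTiter-Glo luminescence for growth. Inhibitors of TDP-43 toxicity read as activators.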
PTHR1 agonist: PTHR1 (human) receptor agonism | HEK293 GP2 PTHR1 cells, GloSensor cAMP luminescence, 1 h | Potency, µM (top dose mostly 115 µM), without a hit: top-dose activation, most hits filed as activators | 410,000 tested, 0.075% active; also: nearly all actives have a fitted effect of over 55% in size; some results filed as inactive show a strong effect at the top dose; inactives centre near -15; many of its hits are not listed in these tables
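HEK-293-derived GP2 cells expressing PTHR1 and a GloSensor cAMP reporter, 3,000/well, plated overnight, given luciferin plus IBMX (each 0.5 mM as added) for 1 h at 37 °C, then compound for 1 h at 37 °C. Luminescence was read after 15 min at room temperature.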
EPAC1 agonist: agonists of human EPAC1; O95398; EPAC1 agonist qHTS, biochemical assay; response scale: 100% = response to 6.5 mM cAMP; Potency, µM (top dose mostly 154 µM), for inactives: at the highest dose activation, most hits filed as activators; 360,000 tested, 0.073% active; also: nearly all actives have a fitted effect of over 60% in size
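Multi-concentration qHTS readout: loss of Rap1B-bound BODIPY-GDP fluorescence driven by 100 nM EPAC1 with excess GDP (50 uM), monitored kinetically at room temperature; agonist response expressed relative to 6.5 mM cAMP.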
* = called active by the depositor; i = inactive; ? = inconclusive; . = no result given; [ ] = dose if it differs, or a comment. Calls follow the shape of the dose curve; as a rule, active = well fitted curve in the direction sought with a large enough effect; inconclusive = small, poorly fitted or top-dose-only effect, or another doubt; inactive = no such curve, though single readings can be large; an effect the other way counts as inactive or inconclusive. Potency is read from the fitted curve at half-maximal effect. Not all compounds are listed. The share of hits here may be higher or lower than overall.

Labels used below: A = EPAC1 antag; B = aSyn rescue; C = FUS suppressor; D = EPAC2 ag; E = EPAC2 antag; F = TDP-43 yeast inh; G = PTHR1 agonist; H = EPAC1 agonist
COc1ccc(N2C(=O)c3ccccc3S2(=O)=O)cc1
  A: -14.6%	B: -1.2%	C: -6.4%	D: 0.7%	E: 5.9%	F: 0.0%	G: -7.6%	H: -1.0%
CC(C)c1cc(N2CCOCC2)n2ncc(-c3ccccc3)c2n1
  A: -20.4%	B: -0.8%	C: -0.3%	D: 4.1%	E: -29.7%	F: 10.4%	G: -23.2%	H: -9.9%
CC(C)NC(=O)NS(=O)(=O)c1cnccc1N1CCCCC1
  A: -6.1%	B: -3.1%	C: -19.6%	D: 15.4%	E: 3.4%	F: 14.1%	G: -7.5%	H: 3.8%
Cc1cnc(NC(=O)CSc2nc3ccccc3c(=O)[nH]2)s1
  A: 6.4%	B: -10.3%	C: 8.5%	D: -4.0%	E: 11.6%	F: -0.4%	G: -20.3%	H: -1.1%
CCC1CCc2sc(C(=O)NNC(=S)NCC3CCCO3)cc2C1 (centres undefined)
  A: -15.8%	B: -1.8%	C: ?	D: -9.0%	E: -2.4%	F: ?	G: i	H: -7.1%
COC(=O)[C@]12CCCCC=C1N(Cc1ccc3c(c1)OCO3)C(=O)[C@H](CC(=O)N1CCSCC1)C2
  A: -20.2%	B: 1.5%	C: 26.0%	D: 4.0%	E: 5.4%	F: 0.0%	G: -29.8%	H: 6.0%
CN1C2=NCCN2C(=O)c2cc(Cl)ccc21
  A: 1.8%	B: -1.2%	C: 16.7%	D: 8.2%	E: 7.5%	F: 0.0%	G: -18.2%	H: 0.8%
C=CC(=O)Nc1ccc(Nc2ccnc(Nc3ccc(N4CCN(C)CC4)cc3)n2)cc1
  A: -14.4%	B: 25.2%	C: 17.7%	D: 8.3%	E: 11.0%	F: 8.5%	G: i	H: 3.7%
COc1ccc([C@@H]2C[C@@H](c3ccccc3)Oc3cc(C)cc(C)c32)cc1
  A: -20.0%	B: 1.4%	C: -17.2%	D: 7.5%	E: -6.3%	F: 17.1%	G: -41.8%[inhibitor]	H: 1.4%
COc1ccc(C(=O)NC(=S)NCc2cccnc2)cc1Br
  A: -21.4%	B: 6.7%	C: -7.0%	D: -13.4%	E: -3.2%[57.1 µM]	F: -10.4%	G: -37.0%[inhibitor]	H: -9.2%
CCN(CC)S(=O)(=O)c1ccc(N2CCCC2)c(NC(=O)Cc2ccccc2)c1
  A: 0.8%	B: -5.5%	C: 31.2%	D: 11.7%	E: -9.1%	F: 13.4%	G: -24.4%	H: 5.4%
CC(Nc1cccc([N+](=O)[O-])c1)C(=O)Nc1ccc(S(=O)(=O)N2CCCC2)cc1 (centres undefined)
  A: -18.3%	B: -5.3%	C: 5.1%	D: 2.3%	E: -7.6%	F: -1.3%	G: -2.2%	H: 6.5%
CC1=C(C(=O)Nc2ccccc2)C(c2ccc(C)o2)n2c(s/c(=C/c3ccccc3)c2=O)=N1 (centres undefined)
  A: -4.7%	B: -1.1%	C: ?	D: 9.0%	E: 5.7%	F: -24.4%	G: i	H: 4.8%
Cc1cc(C)n(CC(=O)NNC(=O)c2ccc(OC(F)(F)F)cc2)n1
  A: -3.2%	B: -6.2%	C: 3.5%	D: 4.3%	E: 3.6%	F: -7.4%	G: -14.2%	H: 7.2%
Clc1cc(Br)ccc1OCCn1ccnc1
  A: 0.0%	B: ?	C: 7.5%	D: 2.2%	E: 3.6%	F: 4.5%	G: -3.3%[57.5 µM]	H: 0.0%
Cc1cccc(-n2c(C)n[nH]c2=S)c1C
  A: 18.1%	B: -5.6%	C: -0.8%	D: 1.6%	E: 0.9%	F: 6.1%	G: -1.9%[57.5 µM]	H: 3.9%
CC1(C(=O)NS(=O)(=O)c2ccc(C#N)cc2)CCN1C(=O)C1(c2ccccc2)CC1 (centres undefined)
  A: 3.5%	B: 2.1%	C: -14.7%	D: 0.5%	E: 0.7%	F: 22.8%	G: -23.1%	H: -13.6%
COc1ccc(NC(=O)c2ccc(C)cc2)c[n+]1[O-]
  A: -26.9%	B: -6.3%	C: 16.6%	D: 8.4%	E: -8.0%	F: -9.4%	G: i	H: 8.1%
Cc1cc(NC(=O)CCC(=O)N(CC(=O)NC2CCCC2)c2ccc(C(C)C)cc2)no1
  A: -13.4%	B: 1.5%	C: ?	D: 1.6%	E: -1.7%	F: -1.3%	G: i	H: -9.5%
O=C(N[C@@H]1C[C@H]2CC[C@@H]1C2)c1ccco1
  A: -18.3%	B: -1.5%	C: -6.4%	D: 8.5%	E: 2.4%	F: 0.8%	G: -2.1%	H: 0.8%
COC(=O)c1ccccc1NC(=O)N[C@@H](C)C(=O)OC
  A: 5.6%	B: -13.7%	C: -1.3%	D: 4.4%	E: 3.3%	F: -13.2%	G: -9.7%[57.5 µM]	H: -2.5%
CCCN1CCC(=O)N([C@H](CN=[N+]=[N-])Cc2ccccc2)CC1
  A: 0.9%	B: -1.8%	C: -15.9%	D: 7.8%	E: 0.5%	F: 3.3%	G: -22.7%	H: -6.7%
CC(=O)Nc1ccc(S(=O)(=O)N2CCC(C(=O)NCCC(=O)Nc3nccs3)CC2)cc1
  A: -14.0%	B: -6.0%	C: 19.5%	D: 0.8%	E: 5.4%	F: 11.0%	G: i	H: -9.5%
O=C(NC(=S)N1CCN(c2ccc(O)cc2)CC1)c1cccs1
  A: -26.8%	B: 10.5%	C: 15.2%	D: 14.7%	E: -4.5%	F: 3.4%	G: ?	H: 1.6%
O=C(Nc1ccc2c(c1)CCC2)c1cc(F)cc(F)c1
  A: -8.8%	B: -0.3%	C: .	D: 5.6%	E: -0.1%	F: 0.0%	G: -17.5%	H: -3.8%
CCOC(=O)c1cc(-c2nnc(-c3ccc(Oc4ccccc4)cc3)o2)c(C)nc1C
  A: -5.0%	B: -1.0%	C: -18.6%	D: 5.3%	E: 6.8%	F: 2.4%	G: -19.1%	H: -17.0%
O=C(CCN=C1NS(=O)(=O)c2ccccc21)OCc1ccccc1
  A: 21.7%	B: -3.9%	C: -0.2%	D: 2.7%	E: 15.6%	F: -26.6%	G: -14.7%	H: -6.0%
O=C(c1ccccc1)n1ccn(-c2ccccc2)c1=S
  A: 6.9%	B: -1.0%	C: 10.0%	D: 1.9%	E: -0.2%	F: 11.2µM*	G: i	H: 3.7%

A draw from above in order of length of the SMILES, lowest first.
Labels used below: A = EPAC1 antag; B = aSyn rescue; C = FUS suppressor; D = EPAC2 ag; E = EPAC2 antag; F = TDP-43 yeast inh; G = PTHR1 agonist; H = EPAC1 agonist
Clc1cc(Br)ccc1OCCn1ccnc1
  A: 0.0%	B: ?	C: 7.5%	D: 2.2%	E: 3.6%	F: 4.5%	G: -3.3%[57.5 µM]	H: 0.0%
Cc1cccc(-n2c(C)n[nH]c2=S)c1C
  A: 18.1%	B: -5.6%	C: -0.8%	D: 1.6%	E: 0.9%	F: 6.1%	G: -1.9%[57.5 µM]	H: 3.9%
CN1C2=NCCN2C(=O)c2cc(Cl)ccc21
  A: 1.8%	B: -1.2%	C: 16.7%	D: 8.2%	E: 7.5%	F: 0.0%	G: -18.2%	H: 0.8%
O=C(Nc1ccc2c(c1)CCC2)c1cc(F)cc(F)c1
  A: -8.8%	B: -0.3%	C: .	D: 5.6%	E: -0.1%	F: 0.0%	G: -17.5%	H: -3.8%
COc1ccc(NC(=O)c2ccc(C)cc2)c[n+]1[O-]
  A: -26.9%	B: -6.3%	C: 16.6%	D: 8.4%	E: -8.0%	F: -9.4%	G: i	H: 8.1%
CC(C)c1cc(N2CCOCC2)n2ncc(-c3ccccc3)c2n1
  A: -20.4%	B: -0.8%	C: -0.3%	D: 4.1%	E: -29.7%	F: 10.4%	G: -23.2%	H: -9.9%
CCOC(=O)c1cc(-c2nnc(-c3ccc(Oc4ccccc4)cc3)o2)c(C)nc1C
  A: -5.0%	B: -1.0%	C: -18.6%	D: 5.3%	E: 6.8%	F: 2.4%	G: -19.1%	H: -17.0%
Cc1cc(NC(=O)CCC(=O)N(CC(=O)NC2CCCC2)c2ccc(C(C)C)cc2)no1
  A: -13.4%	B: 1.5%	C: ?	D: 1.6%	E: -1.7%	F: -1.3%	G: i	H: -9.5%
